FEN1 inh: qHTS Assay for the Inhibitors of Human Flap endonuclease 1 (FEN1); actives 0.35% (n = 390,000); Recombinant FEN1 flap cleavage, fluorescence, 15 min; Potency, µM (doses to about 114 µM), without a hit: at the top dose activity change, negative = inhibition, actives largely listed as inhibitors; P39748; note: nearly all actives have a fitted effect of over 65% in size
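Steps: FEN1 (10 nM) dispensed; compound added by pin tool; 15 min at room temperature; substrate added to 50 nM final; reads at 0 min and 15 min; data normalized and fitted (four-parameter Hill).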
GCN5L2 inh: qHTS Assay for Inhibitors of GCN5L2; GCN5L2 HAT assay, ThioGlo1 CoA-SH fluorescence; Potency, µM (highest dose often 58.9 µM), without a hit: at the highest dose activity change, negative = inhibition, actives largely listed as inhibitors; actives 0.21% (n = 390,000)
Target sequence (Q92830 whole entry, looked up): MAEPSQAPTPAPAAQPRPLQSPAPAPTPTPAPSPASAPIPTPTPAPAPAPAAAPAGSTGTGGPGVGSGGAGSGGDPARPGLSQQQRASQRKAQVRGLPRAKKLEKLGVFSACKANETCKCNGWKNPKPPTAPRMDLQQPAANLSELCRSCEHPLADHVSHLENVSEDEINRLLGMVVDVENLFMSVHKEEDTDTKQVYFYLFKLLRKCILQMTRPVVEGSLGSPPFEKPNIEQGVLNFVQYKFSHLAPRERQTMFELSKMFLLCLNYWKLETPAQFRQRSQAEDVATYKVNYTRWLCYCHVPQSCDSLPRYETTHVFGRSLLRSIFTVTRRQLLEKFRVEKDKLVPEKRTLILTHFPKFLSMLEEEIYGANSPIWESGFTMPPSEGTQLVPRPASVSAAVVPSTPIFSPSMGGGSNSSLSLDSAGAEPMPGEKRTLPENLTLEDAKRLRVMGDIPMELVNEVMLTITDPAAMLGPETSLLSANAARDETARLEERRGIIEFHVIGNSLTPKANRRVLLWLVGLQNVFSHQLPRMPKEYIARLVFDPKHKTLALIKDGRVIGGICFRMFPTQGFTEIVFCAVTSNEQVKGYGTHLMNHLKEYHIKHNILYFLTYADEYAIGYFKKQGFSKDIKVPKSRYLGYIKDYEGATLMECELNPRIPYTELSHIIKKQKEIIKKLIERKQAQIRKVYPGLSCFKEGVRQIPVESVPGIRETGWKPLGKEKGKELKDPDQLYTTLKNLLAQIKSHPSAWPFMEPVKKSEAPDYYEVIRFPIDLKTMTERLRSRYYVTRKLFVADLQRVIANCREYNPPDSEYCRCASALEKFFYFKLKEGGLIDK
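Enzyme at 20nM final was mixed with library compounds for 15 min at room temperature. Peptide H3(1-25) at 75uM, acetyl-CoA at 70uM and ThioGlo1 at 50uM were then added. Plates were read immediately and after 20 min (Ex340nm/Em540nm).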
N370S GC mod: qHTS Assay for Inhibitors and Activators of N370S glucocerebrosidase as a Potential Chaperone Treatment of Gaucher Disease. AID 2101, 2009. actives 0.092% (n = 330,000). Potency, µM (series often up to 59.4 µM), for the others: at the top dose activity change, negative = inhibition, most hits filed as inhibitors. Lysosomal acid glucosylceramidase (Homo sapiens), P04062. N370S GC spleen homogenate, 4MU-glucoside fluorescence;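 note: 0% = full enzyme activity and -100% = no enzyme basal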
* = called active by the depositor; u = inconclusive; x = not tested or not shown; & = joins results of further samples; [ ] = remark or other dose. Calls come from the whole dose curve; as a rule, active = well fitted curve in the direction sought with a large enough effect; inconclusive = small, poorly fitted or top-dose-only effect, or another doubt; inactive = no such curve, though single readings can be large; an effect the other way counts as inactive or inconclusive. Unless noted, % is set by controls: 0 for no effect and ±100 for the full control effect; potency is the fitted concentration of half-maximal effect.

The line under a structure holds: FEN1 inh, GCN5L2 inh, N370S GC mod
COc1ccc(C2Nc3ccccc3C(=O)N2NS(=O)(=O)c2ccccc2)cc1 (stereo not drawn)
    9%, 3%, 7%
COCCN(C(=O)CSc1nc2ccccc2c(=O)n1CCOC)c1c(N)n(Cc2ccccc2)c(=O)[nH]c1=O
    -4%, -4%, 10%
Cc1c(C(=O)Nc2ccccc2)sc2nc3n(c(=O)c12)CCCCC3
    12%, -7%, 29%
Cc1ccccc1NC(=O)c1c(C)oc2ccc(O)c(CN3CCCC(C)C3)c12 (stereo not drawn)
    14%, -3%, x
COc1ccccc1CCNC(=O)c1cc2ccccn2n1
    11%, 4%, x
CCCC(=O)N(CCN1CCOCC1)c1nc2c(F)cc(F)cc2s1
    10%, -2%, 0%
CCC(=O)N1CCc2cc(S(=O)(=O)NC(CC(C)C)C(=O)Nc3cccc(C)c3C)ccc21 (stereo not drawn)
    -10%, -6%, x
CN(C)S(=O)(=O)c1cccc(-c2nnc(SCc3ccc4c(c3)OCCO4)o2)c1
    2%, -5%, 24%
COC(=O)CN1C(=O)S/C(=C/c2cc(C)n(C)c2C)C1=O
    -14%, -25%, 2%
Cc1ccc(OCCSc2nc3ccccc3n2CC(=O)N2CCOCC2)cc1C
    -3%, 1%, x
CCOC(=O)C1=C(CC)Nc2ccccc2N=C1NC(=O)c1cc(S(=O)(=O)N2CCOCC2)ccc1C
    -9%, -7%, x
CC(CN1CCCCC1)OC(=O)c1ccccc1F (stereo not drawn)
    10%, -1%, -2%
COc1ccc(NC(=O)c2ccc(-c3ccccc3Cl)o2)cc1
    -19%, -9%, 6%
CCCCCn1c(CN2CCCCC2C)nc2c1c(=O)n(C)c(=O)n2C (stereo not drawn)
    -1%, 1%, -24%
Cc1cc(NC(=O)c2ccccc2)ncc1NC(=O)c1cccs1
    22%, -8%, 26%
CCc1ccccc1N(CC)C(=O)Cn1nc(Cc2ccncc2)c2ccccc2c1=O
    -13%, -9%, x
Cc1noc(C)c1S(=O)(=O)N1CCCC(C(=O)Nc2cccnc2)C1 (stereo not drawn)
    3%, 14%, -2%
CCOC(=O)C1=C(COC(=O)c2ncc(Cl)c(Cl)c2Cl)NC(=O)NC1C (stereo not drawn)
    -7%, 0%, -3%
Cc1cc(C)n(CC(=O)N2c3ccccc3Sc3ccccc32)n1
    -3%, -2%, 12%
O=S(=O)(Nc1ccccc1N1CCOCC1)c1ccc(F)c(Cl)c1
    -11%, -3%, -14%

Record cards, from the list above. Order of values: FEN1 inh, GCN5L2 inh, N370S GC mod
`COc1ccc(NC(=O)c2ccc(-c3ccccc3Cl)o2)cc1` in the list: -19%, -9%, 6%
`CCOC(=O)C1=C(CC)Nc2ccccc2N=C1NC(=O)c1cc(S(=O)(=O)N2CCOCC2)ccc1C` in the list: -9%, -7%, x

The list continues:
The line under a structure holds: FEN1 inh, GCN5L2 inh, N370S GC mod
C=CCN1CC(c2nc3ccccc3n2CCOc2ccccc2)CC1=O (stereo not drawn)
    4%, 0%, 4%
Cc1onc(-c2ccccc2Cl)c1C(=O)N1CCCCC1C(=O)O (stereo not drawn)
    3%, -6%, -2%
CCCC(=O)N(c1ccc(F)cc1)C1C=CS(=O)(=O)C1 (stereo not drawn)
    -6%, 2%, -2%
O=C(O)COn1c(-c2ccccc2)nc2ccc(Cl)cc21
    -1%, -13%, -17%
COc1ccc(CN2CCN(c3ncccn3)CC2)c(OC)c1
    -3%, -6%, 5%
Nc1nc(Cl)cc(Oc2ccc(Cl)cc2)n1
    -9%, -5%, -10%
COc1ccc(-n2c(O)c(C=NCc3ccccn3)c3ccccc3c2=O)c(OC)c1
    -5%, -2%, -8%
CCOC(=O)c1sc2ccccc2c1S(=O)(=O)Nc1c(C)cccc1C
    -24%, 1%, x
Cc1ccc(S(=O)(=O)N2CCCc3cc(NS(=O)(=O)c4ccc(C)c(C)c4)ccc32)cc1
    -12%, -1%, x
COc1ccc(C(=O)Oc2cccnc2)cc1OC
    -15%, -5%, -13%
CCN1CCN(C(c2ccc(SC)cc2)c2c(O)cc(C)n(Cc3ccco3)c2=O)CC1 (stereo not drawn)
    -3%, -7%, x
O=C(C1=C[C@@H](c2csc3ccccc23)C[C@@H](OCCCCO)O1)N1CCN(Cc2ccc3c(c2)OCO3)CC1
    -24%, -1%, u
O=C(NC1CCCCC1)C(c1cccnc1)N(C(=O)CCl)c1ccccc1Cl (stereo not drawn)
    -1%, 0%, -3%
Cc1noc2ncnc(Sc3c(Cl)cccc3Cl)c12
    -6%, -8%[0.501 µM], -5%
NC(CCC(=O)NC(CCSC(CC(=O)O)C(=O)O)C(=O)NCC(=O)O)C(=O)O (stereo not drawn)
    x, 0%, 7%
O=C(c1ccncc1)N1CCN(S(=O)(=O)c2ccccc2F)CC1
    1%, 0%, x
Cc1cc(=O)[nH]c(S/C=C/c2ccccc2)n1
    -1%, 0%, 1%
O=C(COC(=O)c1ccc(Cl)nc1)NNC(=O)c1ccc(Br)cc1
    -2%, -10%, x
CC1CC(C)CN(S(=O)(=O)CC23CCC(CC2=O)C3(C)C)C1 (stereo not drawn)
    -3%, -18%, 3%
COC(=O)CN1C(=O)C(O)(CC(=O)c2ccc(F)cc2)c2ccccc21 (stereo not drawn)
    9%, -5%, x

Given with each value named: entries from further up.
C=CCN1CC(c2nc3ccccc3n2CCOc2ccccc2)CC1=O (stereo not drawn)
- FEN1 inh: 4%
- GCN5L2 inh: 0%
- N370S GC mod: 4%
Cc1onc(-c2ccccc2Cl)c1C(=O)N1CCCCC1C(=O)O (stereo not drawn)
- FEN1 inh: 3%
- GCN5L2 inh: -6%
- N370S GC mod: -2%
CCCC(=O)N(c1ccc(F)cc1)C1C=CS(=O)(=O)C1 (stereo not drawn)
- FEN1 inh: -6%
- GCN5L2 inh: 2%
- N370S GC mod: -2%
O=C(O)COn1c(-c2ccccc2)nc2ccc(Cl)cc21
- FEN1 inh: -1%
- GCN5L2 inh: -13%
- N370S GC mod: -17%

(further entries)
The line under a structure holds: FEN1 inh, GCN5L2 inh, N370S GC mod
Cc1ccc(S(=O)(=O)Nc2ccc3c(c2)CCCN3C(=O)c2cccs2)cc1C
    10%, 0%, x
CN(C(=O)c1ccc(NC(=O)Cc2ccc(NC(=O)C3CCCN(C(=O)C4CCCC4)C3)cc2)cc1)C1CC1 (stereo not drawn)
    16%, 2%, x
Cc1cccc(NC(=S)NC2CCCC2)c1C
    -11%, -1%, -3%
C/C(=N\NC(=O)CNc1cccc(C(F)(F)F)c1)c1ccc(Br)cc1
    -3%, 18%, 7%
C=CCn1c(SCC(=O)N2CCCCCC2)nc2ccccc2c1=O
    9%, 2%, -4%
CN(Cc1ccccc1)C(=O)Cn1c(=O)c2cccn2c2cccnc21
    13%, u, -3%
C[C@@H]1C=C(C(=O)O)O[C@H](OCc2ccc(CO)cc2)C1
    -1%, 1%, 0%
CCn1c(CNC(=O)Cc2ccc(OC)cc2)nnc1SCC(=O)NC1CCCCC1
    11%, 5%[0.501 µM], -2%
C=CCOC(=O)C1=C(C)NC(=S)NC1c1cccs1 (stereo not drawn)
    -16%, u, 5%
CC(=O)N1c2ccc(S(=O)(=O)N3CCCC3)cc2CC1C(=O)NCc1cccc(F)c1 (stereo not drawn)
    18%, -25%, 2%
O=C(CCCc1ccccc1)NCCN1CCOCC1
    -1%, 1%, 4%
CCN(CC(=O)Nc1ccc(Br)c(C)c1)CC(=O)NC(C)C
    4%, -6%, 11%
Cc1ccc2occ(CC(=O)Nc3ccc(Cl)c(C(F)(F)F)c3)c2c1
    -16%, -14%, x
O=C(c1ccc(F)cc1F)N1CCN(c2ncccn2)CC1
    -1%, 86%[activator], -5%
COc1ccccc1CN1C(=NC(=O)CCC2CCCC2)SC2CS(=O)(=O)CC21 (stereo not drawn)
    -13%, 1%, 19%
CC(C)(C)Cc1nnc(NC(=O)CSc2ccccc2)s1
    -5%, -29%, -6%
CNC(=O)COc1ccc2oc3c(c2c1)CCCC3
    -3%, 0%, -1%
COP1(=O)C[C@@H](O)[C@@H](O)[C@@H](COCc2ccccc2)O1 (stereo partly drawn)
    -6%, -1%, 1%
Cc1cc(C)n(C(=O)c2ccc([N+](=O)[O-])cc2Cl)n1
    -21%, -4%, -1%
Cc1ccc(CNS(=O)(=O)c2cc(C(=O)Nc3ccc(C(C)C)cc3)ccc2F)cc1
    -23%, -9%, x
CCn1c2ccc(C)cc2c2nnc(SCCN3CCCCC3)nc21
    -7%, -6%, -3%
CNC(=S)NNC(=O)Cc1ccc(OC)cc1
    3%, -2%, 6%
Cc1ccc(NC(=O)c2noc(C(C)C)c2[N+](=O)[O-])cc1
    -1%, 0%, -3%
CN(c1ccc(OCC(=O)OCC(=O)Nc2ccc(OC(F)F)cc2)cc1)S(=O)(=O)c1cccs1
    -25%, -10%, x
COCCNC(=O)CCCn1c(SCC(=O)NCc2ccc(C)cc2)nc2c(sc3ccccc32)c1=O
    5%, -3%, x
Cc1cnc(NC(=O)CSc2nnc(COc3c(C)cccc3C)o2)s1
    -1%, 1%, -2%
O=S(=O)(NCc1csc(-c2cccnc2)n1)c1ccc2c(c1)OCCO2
    -5%, 0%, 3%
O=C(Nc1cccc(-c2csc(Nc3cccc(C(F)(F)F)c3)n2)c1)c1cc([N+](=O)[O-])cc(C(F)(F)F)c1
    -19%, u, 1%
CC(=O)c1ccc(S(=O)(=O)NCCCC(=O)N(C)Cc2ccc3c(c2)OCO3)cc1
    16%, -1%, x
CN(C)/C=N/C(=S)Nc1ccc(Cl)cc1
    8%, -6%, -4%
COc1ccc(C(CC(=O)NCc2ccccc2)Sc2n[nH]c(-c3ccc(Cl)cc3)n2)cc1 (stereo not drawn)
    -1%, -2%, -10%
COc1nccnc1NS(=O)(=O)c1ccc(NCc2ccccc2O)cc1
    -3%, 2%, -3%
COC(=O)c1c(NC(=O)C2(C)Cc3ccccc3C(=O)O2)sc2c1CCCC2 (stereo not drawn)
    2%, -14%, -4%
COc1ccccc1C1NC(=O)NC(C)=C1C(=O)OC1CCCCC1 (stereo not drawn)
    -13%, -5%, 11%
O=C(CC(c1ccccc1)c1cc(Br)ccc1O)NCc1ccco1 (stereo not drawn)
    5%, -21%, -1%
O=C(Nc1ccc(S(=O)(=O)Nc2ccccn2)cc1)C(F)(F)F
    4%, -1%, -8%
COc1nc(N=C(N)N)nc2c(C)cccc12
    40µM*, -13%, -2%
Oc1[nH]c2ccc(Br)cc2c1N=Nc1nn[nH]n1
    2%, -3%, -20%
CCn1c(SCC(=O)Nc2nccs2)nnc1-c1ccccn1
    8%, u, 2%
CC(C)CC(=O)c1c[nH]c(C(=O)N2CCN(Cc3ccccc3)CC2)c1
    -6%, -4%, -8%
COc1cc([N+](=O)[O-])ccc1NC(=O)COC(=O)C=C(C)C
    10%, -2%, 2%
COc1ccc(NC2CCCN(C(=O)c3cccnc3SC)C2)cc1OC (stereo not drawn)
    15%, -2%, 1%
CCOC(=O)c1nnn(C(CC)C(=O)Nc2ccc(F)cc2)c1C(=O)OCC (stereo not drawn)
    19%, -5%, x
CCOC(=O)CN1N=C(/C=C/c2ccc(OCC)cc2)CCC1=O
    8%, -6%, -13%
C=CCOc1c(Cl)cc(CNc2ccc3[nH]c(=O)[nH]c3c2)cc1OC
    8%, -1%, 7%
COc1ccc(-c2nc(CSCC(=O)NCCCN3CCCC3=O)c(C)o2)cc1OC
    1%, -3%, -2%
CC[C@@]1(C(=O)OC)N[C@H](CN(C)C(=O)c2ccc(F)cc2)[C@@H]2C(=O)N(C)C(=O)[C@@H]21
    -2%, -1%, x
COc1cc(/C=C(\C#N)C(=O)NC(C)C)cc(Cl)c1O
    0%, -11%, -2%
Cc1ccc(NC(=O)Cn2c(=O)c3cc(Cl)ccc3n3nncc23)cc1
    -1%, 0%, x
CC(=O)N1CCCc2cc(S(=O)(=O)N3CCCC(C(=O)NCc4ccccc4)C3)ccc21 (stereo not drawn)
    32%&-5%, -6%&3%, -17%
O=C(Nc1cccc(-c2ccc(N3CCCCC3)nn2)c1)C(F)(F)F
    9%, -9%, 4%
CC(=O)c1cn(N(C)c2ncc(C(F)(F)F)cc2Cl)c(=O)[nH]c1=O
    20%, -1%, 7%
CCOC(=O)c1cc(S(=O)(=O)NCc2ccc(C)cc2)[nH]n1
    -5%, -2%, x
Fc1ccccc1COc1ccc(Br)cc1CNCc1cccnc1
    10%, u, -9%

2 successive entries out of the list so far, quoted:
The line under a structure holds: FEN1 inh, GCN5L2 inh, N370S GC mod
CCOC(=O)c1cc(S(=O)(=O)NCc2ccc(C)cc2)[nH]n1
    -5%, -2%, x
Fc1ccccc1COc1ccc(Br)cc1CNCc1cccnc1
    10%, u, -9%

Screens (PubChem)
